# RMI-FANCM inh: blocks RMI1/RMI2 complex binding to FANCM MM2 peptide | Fluorescence polarization, RMI core complex with F-MM2 peptide; stronger effect = lower value | FP signal (polarization) at 33 µM | 70,000 tested, 0.58% active | AID 1159607; in the data active = FP signal below about 40; also: inactives centre near 61; strong numbers were not always called active; unit not given here
# Starred values were filed as active, the others as inactive; & = joins results of further samples. This is a subset, so the mix of outcomes need not match the whole.
smiles	RMI-FANCM inh
O=C(CCc1csc(NC(=O)c2ccc[nH]c2=O)n1)NCCc1ccc(Cl)cc1	63
CC(=O)Nc1ccc(S(=O)(=O)Nc2ccc3c(c2)N(CCC(C)C)C(=O)C(C)(C)CO3)cc1	65
N#Cc1c(-c2ccco2)nc(N2CCCCC2)[nH]c1=O	49
COc1ccc(NC(=O)C(=O)C=C(O)c2ccccc2)cc1	50
COC(=O)c1ccc(S(=O)(=O)N2CCCN(c3ccc(C(F)(F)F)cn3)CC2)n1C	61
CCOC(=O)c1cnc2c(c(C)nn2C)c1NNc1ccccc1	51
CC(=O)N1CCc2c(sc(NC(=O)c3c(F)cccc3F)c2-c2nc3ccccc3s2)C1	90
Cc1cc(NS(=O)(=O)c2ccc(F)cc2)ccc1N1CCCC1=O	53
Cc1ccc(S(=O)(=O)N(C(=O)c2ccncc2)c2ccc(OC(=O)c3ccncc3)c3ccccc23)cc1	55
O=S(=O)(Nc1ccc2ccccc2n1)c1ccccc1Cl	55
Cc1cc2c(=O)[nH]nc(N)c2c(Sc2ccc(Cl)cc2)n1	63
COc1ccc(C)c2sc(N(Cc3ccccn3)C(=O)CCS(=O)(=O)c3ccc(F)cc3)nc12	62
O=C1NC(=Nc2ccccc2)S/C1=C/C=C/c1ccco1	27*
O=C(O)C1C2C=CC(O2)C1C(=O)Nc1ccc([N+](=O)[O-])cc1 (centres undefined)	56
COc1ccc(S(=O)(=O)N(C)CCCl)cc1C(=O)NC1CCS(=O)(=O)C1 (centres undefined)	61
S=C(NCCc1ccccc1)N/N=C\c1c(-c2ccc(Cl)cc2)[nH]c2ccccc12	54
COc1cc(C(=O)NC(=S)NCc2ccco2)cc(OC)c1OC	58
O=C(Cc1ccccc1)Nc1nc2c(Cl)ccc(Cl)c2s1	59
Cc1nc2sc(C)c(C)n2c(=O)c1NC(=O)C1CCCO1 (centres undefined)	63
Nc1ccccc1C(=O)NCCCN1CCOCC1	56
Fc1ccc(-c2[nH]ncc2CN2CCN(c3ccc(F)cc3)CC2)cc1	58
CCc1ccc(S(=O)(=O)N2CCN(c3ccc4nnc(C5CC5)n4n3)CC2)s1	65
O=C(c1ccc([N+](=O)[O-])cc1)c1ccc2c(c1)CCC2	61
Cc1oc(C(C)(C)C)cc1C(=O)NC1CCN(Cc2ccccc2)CC1	65
COc1ccc(-c2c3c(nc4sc(C(=O)NCC5CCCO5)c(N)c24)CC(C)(C)CC3=O)cc1 (centres undefined)	56

# Later entries.
smiles	RMI-FANCM inh
CN(c1ncnc2nc[nH]c12)C1CCCCC1	59
Cc1cc(S(=O)(=O)Nc2ccc3c(c2)CN(C(=O)c2ccco2)CC3)ccc1F	73
Cc1cc(-c2ccccc2)nc2cc(-c3nc(-c4ccc5c(c4)OCO5)no3)nn12	77
CCCc1ccc(S(=O)(=O)NCc2ccsc2)cc1	70
C/C(NNc1ccccc1)=C(/C#N)C(N)=S	52
CCOc1cc(-c2nnc(NC(=O)COc3ccc(Cl)cc3Cl)o2)cc(OCC)c1OCC	58
CC(C)C(=O)NCC(c1ccc2c(c1)OCO2)N1CCN(c2ccc(F)cc2)CC1 (centres undefined)	52
CCOc1ccccc1N1C(=O)/C(=C/C=C/c2ccco2)SC1=S	14*
Cc1cc(=O)n2c(Nc3ccccc3)n[nH]c2n1	57
COc1ccc2c(=O)c(Oc3ccccc3F)c(C)oc2c1	60
COC(=O)c1ccc2c(=O)n(CC(=O)NCc3ccccc3Cl)c(=S)[nH]c2c1	113
O=C(N/N=C\c1cc2ccccc2nc1Cl)c1ccc(Br)cc1	110
Brc1cccc(-n2nnnc2-c2ccc3ccccc3n2)c1	63
CSc1nnc(-c2ccc(C(F)(F)F)nc2C)o1	63
Cc1ccc2nc(N(CCCN(C)C)C(=O)c3ccc(Oc4ccccc4)cc3)sc2c1	82
Cn1c(C2CCCN(S(C)(=O)=O)C2)nn(CC(=O)NCc2ccc3c(c2)OCO3)c1=O (centres undefined)	62
O=S(=O)(NCCc1csc(-c2ccc(Cl)cc2)n1)c1ccc2c(c1)OCCO2	57
O=C(Cc1cc(F)cc(F)c1)n1nccc1-c1cccs1	60
CC(Oc1ccccc1F)C(=O)NCCOc1ccc2nnc(-c3ccccc3)n2n1 (centres undefined)	71
O=C(CSc1ccc(-c2ccncc2)nn1)Nc1cccc(F)c1	56
O=C(O)CC(NS(=O)(=O)c1cc([N+](=O)[O-])ccc1Cl)c1ccccc1 (centres undefined)	56
O=C(CSc1nnc2scc(-c3ccc(Cl)cc3)n12)c1ccc2c(c1)OCCO2	134
O=C(NCc1cccs1)C(=O)NCc1ccccc1Cl	59
CS(=O)(=O)Nc1csc2cc(C(F)(F)F)cc(Cl)c12	55
CN1CCN(c2ccccc2/C=N/Nc2cc(Cl)ccc2Cl)CC1	58

# (next part)
smiles	RMI-FANCM inh
Cc1ccc(C(=O)Nc2ccc(S(C)(=O)=O)cc2)cc1S(=O)(=O)N1CCOCC1	62
CCCc1cc(=O)[nH]c(SCC(=O)NCCSCc2ccco2)n1	55
O=C(CCCn1nc(-c2ccco2)ccc1=O)NCc1ccc(F)cc1	68
CC(=O)c1ccc(NS(=O)(=O)c2ccc(-c3ccc(C)cc3)cc2)cc1	56
CCc1ccc(CNC(=O)c2sccc2S(=O)(=O)N2CCN(c3cc(C)ccc3C)CC2)cc1	71
Cn1[nH]c(=O)c2cnc3c(F)cc(F)cc3c21	51
N#Cc1ccc(C(=O)NCC2CCN(Cc3ccco3)CC2)cc1	70
CCS(=O)(=O)N1CCC(c2nnc(-c3ccco3)o2)CC1	59
Cn1c(=O)c2ccc(C(=O)NC3CCCCC3)cc2n2c(=O)n(Cc3ccccc3Cl)nc12	79
CSc1cccc(NC(=O)Cn2cnc3c(-c4ccccc4)csc3c2=O)c1	129
COc1ccc(-c2c(C)oc3c4c(ccc3c2=O)OCN(C2CCS(=O)(=O)C2)C4)cc1 (centres undefined)	53
Nc1nc(NCc2ccccc2OC(F)(F)F)n[nH]1	53
O=c1c2cnn(C3CCS(=O)(=O)C3)c2ncn1Cc1c(F)cccc1Cl (centres undefined)	60
Cc1cc(C)c(S(=O)(=O)Nc2cc(Sc3ncn[nH]3)c(O)c3ccccc23)cc1C	70
CC(C)c1n[nH]c(=S)c2c1cnn2-c1ccccc1	71
Cc1c(C)n2c3c(=O)[nH]c(=O)n(C)c3nc2n1CCN1CCN(c2cccc(Cl)c2)CC1	64
O=C(Nc1ccc([N+](=O)[O-])cc1)c1cc(Cl)sc1Cl	63
O=C(Nc1nnc2n1CCS2)C1(c2ccc(Cl)cc2)CCCC1	57
COc1ccc(Cn2c(-c3cccs3)nc3c(c(=O)c4ccccc4n3C)c2=O)cc1	68
CCCS(=O)(=O)N1CCc2ccc(NC(=O)c3ccccc3)cc2C1	78
CC(=O)c1ccc(NC(=O)CSc2nc3c(-c4ccccc4)c[nH]c3c(=O)n2C2CC2)cc1	91
Cc1nnc2ccc(-c3cccc(NS(=O)(=O)c4cc(F)ccc4F)c3)nn12	64
C=C(C)n1c(=O)n(-c2ccc(C(F)(F)F)cc2[N+](=O)[O-])c2ccccc21	53
CC(=O)Oc1ccc(C(c2ccc(OC(C)=O)cc2)c2ccccn2)cc1	54&64
O=S(=O)(c1cccc(Cl)c1)N1C=CC(C(F)(F)F)=NCC1	60

# The final two compounds of the part above come first, to join the parts.
smiles	RMI-FANCM inh
CC(=O)Oc1ccc(C(c2ccc(OC(C)=O)cc2)c2ccccn2)cc1	54&64
O=S(=O)(c1cccc(Cl)c1)N1C=CC(C(F)(F)F)=NCC1	60
Cc1cc(C)nc(SCc2cc(=O)c(OC(=O)c3cc4ccccc4oc3=O)co2)n1	51
CC(=O)Nc1cccc(NC(=O)CSc2nc(CC(=O)Nc3ccccc3C(N)=O)cs2)c1	60
CCOC(=O)c1ccc2nc(NC(=O)Cc3ccc(OCC)cc3)sc2c1	63
Cc1cc(C(=O)N2CCN(Cc3ccc4c(c3)OCO4)CC2)nn1C	54
O=C(Nc1nc2cc3c(cc2s1)OCCO3)c1ccc([N+](=O)[O-])s1	68
CC(C)CCCC(C)C1CCC2C3CC(=O)[C@H]4C[C@@H](O)CC[C@]4(C)C3CC[C@]12C (some centres undefined)	66
Cc1cc(NC(=O)C(=O)NCc2ccc3c(c2)OCO3)no1	55
OC(c1ccccc1)c1nc2ccccc2[nH]1 (centres undefined)	60
CC(=O)Nc1ccc(S(=O)(=O)n2cnc3cc(C)c(C)cc32)cc1	59
O=C(Nn1cnc2c(cnn2-c2cccc(Cl)c2)c1=O)c1c(F)cccc1F	65
COc1ccccc1-c1csc(NC(=O)c2ccc(Br)cc2F)n1	63
CCc1nc2ccccc2nc1N1CCN(C(=O)C(C)(C)C)CC1	54
C/C1=C\CCC(=O)C2CC(C)(C)C2CC1 (centres undefined)	65
COc1ccccc1-c1nnc(C2CCN(C(=O)C3CC3)CC2)s1	62
CS(=O)(=O)Oc1ccc2nonc2c1	61
CC(=O)Nc1ccc(C)c(NC(=S)Nc2ccc(Cl)c(Cl)c2)c1	53
O=C(CC12CC3CC(CC(C3)C1)C2)NCc1ccc2c(c1)OCO2	56
CSc1nnc(-c2ccc(S(=O)(=O)Oc3cccc(C(F)(F)F)c3)s2)n1C	50
O=C(Nc1nc2c(Br)cc(Br)cc2c(=O)s1)c1ccco1	55
COc1ccc(S(=O)(=O)NCCNC(=O)c2ccc(NC(C)=O)cc2)cc1F	64
COc1ccc(N2CCN(c3ncnc4c3cnn4CCNC(=O)Cc3ccc(F)cc3)CC2)cc1	61
COCCNC(=O)C1Nc2nc(-c3cccs3)ccc2C(=O)N1C (centres undefined)	61
Cc1ccc(S(=O)(=O)NN2C(=O)c3ccccc3NC2c2cc(Br)ccc2O)cc1 (centres undefined)	53
O=C(NCc1ccc(S(=O)(=O)Nc2ccccc2Cl)s1)c1ccccc1	62
CCOc1ccc2c(c1)sc(=NC(=O)C(C)C)n2C	53

# Further structures follow.
smiles	RMI-FANCM inh
O=C(Cc1csc(Nc2ccc(OC(F)(F)F)cc2)n1)NCc1cccs1	62
Cc1cccc(NC(=O)CSc2nnc(NC(=O)c3ccc(-c4ccccc4)cc3)s2)c1C	54
COc1cccc(OC)c1C(=O)N1CCN(c2ccc(-c3ccc(C)cc3)nn2)CC1	71
O=[N+]([O-])c1ccc(-n2ncc(-c3nnc(-c4cccs4)o3)c2C(F)(F)F)cc1	53
CCc1cccc2sc(=NC(=O)c3ccccc3NS(=O)(=O)c3ccc(C)cc3)n(C)c12	74
Cc1cccc(Cl)c1Oc1c([N+](=O)[O-])c(C)nn1C	54
COC(=O)c1ccc(Cl)cc1N(Cc1ccccc1)S(C)(=O)=O	56
O=C1C=C(SCc2c(F)cccc2Cl)CC(c2ccccc2)C1 (centres undefined)	56
O=C(NCc1c(Cl)cccc1Oc1ccccc1)c1ccc2c(c1)OCC2	60
Cc1cc(C)cc(-n2nnc3c(=O)n(CC(=O)N4CCC(Cc5ccccc5)CC4)cnc32)c1	59
CC(=O)c1cccc(NC(=O)c2ccccc2Br)c1	63
O=C(Nc1cc(=O)[nH]c(=O)[nH]1)c1cccc([N+](=O)[O-])c1	57
CCOCCn1c(=NC(=O)c2ccnn2C)sc2cc(C)ccc21	70
Cc1ccc2c(n1)[nH]n1c(=O)cc(C)nc21	41
CC1(C)OC(=O)C(=CNc2ccccn2)C(=O)O1	53
Cc1cc(SCC(=O)Nc2ccc3c(c2)OCCO3)nc2ccccc12	73
Cc1cc(C)c(NC(=O)CSc2nnc3[nH]c(=O)c(Cc4ccccc4)nn23)c(C)c1	56
Cc1ccc(-n2c(SCc3nc(-c4ccc(F)cc4)no3)nc3ccsc3c2=O)cc1	79
CCN(CC)CCNc1nc2ccc(OC)cc2s1	66
O=C(NNC(=O)c1cccc2ccccc12)c1cccn(Cc2ccc(F)cc2)c1=O	70
CCOC(=O)/C=C/C(=O)Nc1ccc(S(=O)(=O)Nc2cc(C)on2)cc1	58
CCOC(=O)C1=C(C)NC2=C(C(=O)c3ccccc32)C1c1ccc([N+](=O)[O-])o1 (centres undefined)	59
COC(=O)c1ccc(NC(=O)Cn2c(-c3cccnc3)nc3ccccc32)cc1	59
Cc1ccc([N+](=O)[O-])cc1NC(=O)CC(NCCCOC(C)C)C(=O)O (centres undefined)	55
Cc1cc2cc(CNC(=O)Cc3cccs3)ccc2n1C	59

# Another view of part of the listing above.
CC1(C)OC(=O)C(=CNc2ccccn2)C(=O)O1
  RMI-FANCM inh: 53
Cc1cc(SCC(=O)Nc2ccc3c(c2)OCCO3)nc2ccccc12
  RMI-FANCM inh: 73
Cc1cc(C)c(NC(=O)CSc2nnc3[nH]c(=O)c(Cc4ccccc4)nn23)c(C)c1
  RMI-FANCM inh: 56
Cc1ccc(-n2c(SCc3nc(-c4ccc(F)cc4)no3)nc3ccsc3c2=O)cc1
  RMI-FANCM inh: 79

# More results follow:
smiles	RMI-FANCM inh
CCCCCCNc1ccc(C(=O)O)cc1	56
Cc1cc(N2CCCC2)nc(Nc2ccc(NS(=O)(=O)c3ccc(I)cc3)cc2)n1	69
CN(C(=O)c1cc(C(C)(C)C)nn1C)c1nnc(C(F)(F)F)s1	61
O=C(NCCCn1nc(-c2cccnc2)ccc1=O)c1ccc(F)c(F)c1	66
Cc1ccc(-c2ccc(N3CCN(S(=O)(=O)CCc4ccccc4)CC3)nn2)c(C)c1	62
O=C(COc1ccc2ccccc2c1)Nc1nnc(-c2ccccc2Cl)s1	61
O=C(Cc1csc(SCC(=O)c2ccc(F)cc2)n1)Nc1ccc2c(c1)OCCO2	69
Cc1ccc(-c2ccc(=O)n(CCCNC(=O)COc3cccc(C(F)(F)F)c3)n2)cc1	64
NC1=NC(=O)SC1	58
CCOC(=O)c1nn(-c2ccccc2C)c(=O)cc1OS(=O)(=O)N(C)C	54

# Assay outcomes from PubChem.
